# Screening data: PubChem BioAssay, Broad Institute
# STK33 kin inh: human STK33 kinase inhibition | hit rate 0.44% among 27,000 | ADP-Glo luminescence, MBP substrate | inhibition, % at 12.5 µM; in the data active means inhibition above about 20%; inconclusive means no clear call, values can overlap the other calls
# Target sequence (Q9BYT3 whole entry, looked up): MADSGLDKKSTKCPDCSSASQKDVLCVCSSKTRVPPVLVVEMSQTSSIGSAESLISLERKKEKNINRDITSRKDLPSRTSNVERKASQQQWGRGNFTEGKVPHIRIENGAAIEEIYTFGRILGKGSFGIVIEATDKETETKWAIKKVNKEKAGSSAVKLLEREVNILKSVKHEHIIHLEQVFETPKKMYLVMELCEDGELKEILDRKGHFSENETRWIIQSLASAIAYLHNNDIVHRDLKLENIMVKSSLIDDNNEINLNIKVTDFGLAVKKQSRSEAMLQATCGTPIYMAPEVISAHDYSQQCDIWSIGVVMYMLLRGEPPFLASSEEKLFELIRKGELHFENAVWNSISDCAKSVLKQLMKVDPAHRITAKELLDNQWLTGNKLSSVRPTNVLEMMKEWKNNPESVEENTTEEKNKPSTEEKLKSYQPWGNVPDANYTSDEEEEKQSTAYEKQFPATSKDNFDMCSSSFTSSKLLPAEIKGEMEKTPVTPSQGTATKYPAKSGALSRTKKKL
# mut p53 react: restores mutant p53 pathway signaling in SW480 cells; SW480 PUMA-promoter luciferase, p53 mutant reactivation; activation, % at 9.98 µM; hit rate 1.5% among 28,000; in the data active means activation above about 52%; inconclusive means no clear call, values can overlap the other calls
# Numbers without * were called inactive; ? = inconclusive; nt = no result given. A portion of the library; the hit share may differ from the screen's.
SMILES,STK33 kin inh,mut p53 react
CC(C)CC#Cc1cnc2c(c1)C(=O)N([C@H](C)CO)C[C@@H](C)[C@H](CN(C)C(=O)NC1CCCC1)O2,nt,-3.5
COCCNC(=O)c1cc(-c2cccnc2)nc2ccc(Br)cc12,5.4,11.9
COc1c(O[C@@H]2O[C@H](C(=O)O)[C@@H](O)[C@H](O)[C@H]2O)cc(O)c2c(=O)cc(-c3ccccc3)oc12,0.1,-79.0
C[C@@H]1CN([C@H](C)CO)C(=O)Cc2cc(NC(=O)C3CCCCC3)ccc2O[C@H]1CN(C)C(=O)Nc1cccc2ccccc12,3.6,nt
O=C(O)c1cccc(S(=O)(=O)NCc2ccco2)c1,-2.4,0.3
COc1ccc(S(=O)(=O)N(C)C[C@H]2Oc3ccc(NC(=O)NC4CCCCC4)cc3CC(=O)N([C@@H](C)CO)C[C@H]2C)cc1,0.8,nt
CCCCn1c(=O)c2c(ncn2CC(C)=O)n(CCCC)c1=O,-17.9,13.5
COCCOC(=O)N1C(=O)[C@@]2(c3cc(C#Cc4ccc(OC)cc4)ccc31)[C@H](c1ccc(O)cc1)N1[C@H](c3ccccc3)[C@H](c3ccccc3)OC(=O)[C@H]1[C@@H]2C(=O)N1CCCCCCC1,3.2,nt
CC(C)NC(=O)N(C)C[C@H]1OCc2cnnn2CCCC(=O)N([C@H](C)CO)C[C@H]1C,-1.1,-4.1
Cc1c(C)c(C)c(CN2C(=O)c3ccccc3C2=O)c(C)c1C,-0.1,nt
C[C@@H]1CN([C@H](C)CO)C(=O)Cc2cc(NC(=O)c3ccncc3)ccc2O[C@H]1CN(C)S(=O)(=O)c1cccs1,0.8,nt
C[C@H](CO)N1C[C@H](C)[C@H](CN(C)CC2CC2)Oc2c(NC(=O)c3ccc(-c4nccs4)cc3)cccc2C1=O,nt,6.1
C[C@@H]1CCCCO[C@H](CN(C)C)[C@H](C)CN([C@H](C)CO)C(=O)c2cc(NC(=O)c3ccncc3)ccc2O1,nt,6.2
Cc1c(Cl)cccc1NC(=O)CSc1nc2sc3c(c2c(=O)[nH]1)CCCC3,6.2,-0.4
O=C(CSc1nc2c(c(C(F)(F)F)n1)CCc1ccccc1-2)Nc1ccc(Cl)cc1,5.0,-2.5
CC(C)(C)c1cc(C(C)(C)C)n(-c2ccc(-n3cccc3)cc2)n1,nt,-16.8
CC(C)CC#Cc1ccc2c(c1)O[C@H](CN(C)Cc1ccccn1)[C@H](C)CN([C@@H](C)CO)S2(=O)=O,nt,-15.2
O=C(Nc1ccccc1)c1ccc(CSc2nnc(-c3ccncc3)n2-c2ccccc2)cc1,3.6,-23.8
C=C(C(=O)O)[C@@H]1CC[C@@]2(C)CCC[C@@](C)(O)[C@@H]2C1,-3.0,-29.1
Cc1ccc(S(=O)(=O)N(C)C[C@H]2Oc3ccc(NS(=O)(=O)c4c(C)noc4C)cc3C(=O)N([C@@H](C)CO)C[C@@H]2C)cc1,1.8,nt
C/C=C/c1ccc2c(c1)O[C@@H](CN(C)C(=O)c1cccc(F)c1)[C@@H](C)CN([C@H](C)CO)S2(=O)=O,nt,-6.7
COC(=O)C(C(C)c1c[nH]c2ccccc12)[N+](=O)[O-] (centres undefined),4.5,-23.8
CCN1CCCC1CNC(=O)c1cc(S(N)(=O)=O)ccc1OC (centres undefined),-6.1,10.4
O=C1O[C@H](c2ccccc2)[C@H](c2ccccc2)N2[C@H]1[C@@H](C(=O)Nc1nc3ccccc3s1)[C@]1(C(=O)Nc3ccc(C#CC4(O)CCCCCC4)cc31)[C@H]2c1ccccc1OCCO,0.3,nt
CCOc1cc(S(=O)(=O)NC2CC(C)(C)NC(C)(C)C2)ccc1Cl,-0.3,-11.6
O=C(CSc1nnc(-c2cccc(F)c2)n1-c1ccccc1)NC1CCCC1,0.3,4.0
Cc1cc(C)nc(NS(=O)(=O)c2ccc(NC(=O)c3ccco3)cc2)n1,3.2,-17.6
CC(C(=O)O)c1ccc(N2Cc3ccccc3C2=O)cc1 (centres undefined),3.8,nt
COc1ccc(CN(C)C[C@H]2Oc3ccc(NC(=O)Nc4ccc(OC)cc4)cc3CC(=O)N([C@H](C)CO)C[C@H]2C)cc1,-4.4,13.0
CC1(C)Cc2ccccc2C(CSc2nc3c(c(C(F)(F)F)n2)CCCC3)=N1,nt,-10.1
CN(c1ccccc1C(=O)Nc1cccnc1)S(C)(=O)=O,-2.0,3.5
Cc1cccc(NC(=O)CCc2nc(-c3ccc(Cl)cc3)no2)c1C,3.4,4.5
CC1(C)CC[C@]2(C(=O)O)CC[C@]3(C)C(=CCC4[C@@]5(C)C[C@@H](O)[C@H](O)[C@@](C)(CO)C5CC[C@]43C)[C@@H]2[C@@H]1O (some centres undefined),-7.1,nt
C[C@H]1CN([C@@H](C)CO)C(=O)c2cc(C#CCc3ccccc3)cnc2O[C@H]1CN(C)Cc1cccnc1,nt,12.0
Cc1ccc(OCC(O)Cn2c(C)nc3ccccc32)cc1 (centres undefined),1.0,-9.6
CCOC(=O)c1c(NC(=O)Cn2cnc3ccccc3c2=O)sc(C)c1C,-5.7,4.1

# Eleven compounds out of the list, ordered by SMILES length, rising.
SMILES,STK33 kin inh,mut p53 react
Cc1ccc(OCC(O)Cn2c(C)nc3ccccc32)cc1 (centres undefined),1.0,-9.6
CC(C(=O)O)c1ccc(N2Cc3ccccc3C2=O)cc1 (centres undefined),3.8,nt
CN(c1ccccc1C(=O)Nc1cccnc1)S(C)(=O)=O,-2.0,3.5
Cc1cccc(NC(=O)CCc2nc(-c3ccc(Cl)cc3)no2)c1C,3.4,4.5
CCOC(=O)c1c(NC(=O)Cn2cnc3ccccc3c2=O)sc(C)c1C,-5.7,4.1
CCOc1cc(S(=O)(=O)NC2CC(C)(C)NC(C)(C)C2)ccc1Cl,-0.3,-11.6
Cc1cc(C)nc(NS(=O)(=O)c2ccc(NC(=O)c3ccco3)cc2)n1,3.2,-17.6
CC1(C)Cc2ccccc2C(CSc2nc3c(c(C(F)(F)F)n2)CCCC3)=N1,nt,-10.1
C[C@H]1CN([C@@H](C)CO)C(=O)c2cc(C#CCc3ccccc3)cnc2O[C@H]1CN(C)Cc1cccnc1,nt,12.0
COc1ccc(CN(C)C[C@H]2Oc3ccc(NC(=O)Nc4ccc(OC)cc4)cc3CC(=O)N([C@H](C)CO)C[C@H]2C)cc1,-4.4,13.0
CC1(C)CC[C@]2(C(=O)O)CC[C@]3(C)C(=CCC4[C@@]5(C)C[C@@H](O)[C@H](O)[C@@](C)(CO)C5CC[C@]43C)[C@@H]2[C@@H]1O (some centres undefined),-7.1,nt

# More structures.
SMILES,STK33 kin inh,mut p53 react
Cc1cccc(NC(=O)Cn2cnc3sc(-c4ccccc4)cc3c2=O)c1,4.3,-5.7
COc1cc(C)nc2nc(S(C)(=O)=O)nn12,nt,-2.7
CC(=O)O[C@@H]1CC(C)=C2[C@H]1[C@H](C)CC[C@H]2/C=C(\C)C(=O)O,-3.4,-10.1
C[C@@H]1CN([C@H](C)CO)C(=O)CCCn2nncc2CO[C@@H]1CN(C)Cc1cccc2c1OCCCO2,0.2,nt
CC(C)C1NC(=S)NC2=C1CCCC2 (centres undefined),nt,-2.1
Cc1ccc(S(=O)(=O)N(C)C[C@H]2Oc3ccc(NC(=O)Nc4c(C)noc4C)cc3CC(=O)N([C@@H](C)CO)C[C@@H]2C)cc1,-4.2,nt
C[C@@H]1CN([C@H](C)CO)C(=O)c2cc(NC(=O)Nc3ccc(C(F)(F)F)cc3)ccc2O[C@@H]1CN(C)C,nt,4.5
COc1cc(NC(=O)CSc2nc(C)cc(=O)[nH]2)c(OC)cc1Cl,-2.4,5.3
C[C@@H]1CCCCO[C@@H](CN(C)Cc2ccncc2)[C@@H](C)CN([C@H](C)CO)C(=O)c2cc(NC(=O)Nc3ccc(F)cc3)ccc2O1,-1.8,nt
CSc1nc(N)nc(SCC(=O)c2ccc(Cl)s2)c1C#N,2.2,2.8
C[C@@H]1CN([C@H](C)CO)C(=O)c2cc(C3=CCCCC3)cnc2O[C@@H]1CN(C)C(=O)CN1CCOCC1,nt,4.6
Cc1noc(C)c1S(=O)(=O)N(C)C[C@@H]1Oc2ccc(NS(=O)(=O)c3ccc(Cl)cc3)cc2CC(=O)N([C@@H](C)CO)C[C@@H]1C,8.4,nt
O=C(CSc1nnc(-c2ccccc2)o1)Nc1cccc(F)c1,-1.2,78.0*
Cc1noc(C)c1S(=O)(=O)Nc1ccc2c(c1)C(=O)N([C@H](C)CO)C[C@H](C)[C@H](CN(C)S(=O)(=O)c1ccccc1)OCCCC[C@@H](C)O2,-1.5,nt
Cc1noc(C)c1NC(=O)Nc1ccc2c(c1)C(=O)N([C@H](C)CO)C[C@@H](C)[C@H](CN(C)C)OCCCC[C@H](C)O2,nt,-0.2
Cc1ccc([N+](=O)[O-])cc1NC(=O)CSc1nnc(-c2ccc(Br)cc2)o1,0.5,4.2
Cc1nn(Cc2cccc(C(=O)NCc3ccccn3)c2)c(C)c1Cl,0.3,7.7
O=C(CSc1nc2ccc(C(=O)c3ccccc3)cc2[nH]1)Nc1cccc(Cl)c1,4.8,33.0
Cc1noc(C)c1S(=O)(=O)N(C)C[C@@H]1OCCCC[C@@H](C)Oc2ccc(NC(=O)c3ccccc3)cc2C(=O)N([C@H](C)CO)C[C@@H]1C,-2.5,nt
C[C@H](CO)N1C[C@H](C)[C@@H](CN(C)S(=O)(=O)c2ccc(F)cc2)Oc2ccc(NC(=O)CCCN(C)C)cc2C1=O,-0.8,nt
COc1cc(Cl)c(C)cc1NC(=O)CN(C)S(=O)(=O)c1ccc2ccccc2c1,-5.2,14.5
COc1ccc(S(=O)(=O)N(C)C[C@@H]2OCCCC[C@@H](C)Oc3ccc(NC(=O)Nc4ccc(F)cc4)cc3C(=O)N([C@H](C)CO)C[C@@H]2C)cc1,4.0,nt
COC(=O)C1=C(C)NC(C)=C(C(=O)OCCSc2ccccc2)C1C (centres undefined),-2.2,nt
C[C@H]1CN([C@@H](C)CO)C(=O)c2cc(NS(C)(=O)=O)ccc2O[C@H]1CN(C)Cc1ccc(C(F)(F)F)cc1,-0.7,nt
Cc1noc(C)c1NC(=O)N(C)C[C@@H]1Oc2ccc(NC(=O)Nc3ccc4c(c3)OCO4)cc2C(=O)N([C@@H](C)CO)C[C@@H]1C,nt,12.5
C[C@@H]1CN([C@H](C)CO)C(=O)Cc2cc(NC(=O)Nc3ccc4c(c3)OCO4)ccc2O[C@@H]1CN(C)S(=O)(=O)c1cccs1,1.1,nt
O=C(CCSc1nc2ccccc2o1)Nc1ccc(F)cc1,3.5,23.3
C[C@H](CO)N1C[C@H](C)[C@H](CN(C)C)Oc2cc(Br)ccc2S1(=O)=O,nt,2.2
CC(C)NC(=O)N(C)C[C@H]1OCCCC[C@H](C)Oc2ccc(NC(=O)Nc3ccc4c(c3)OCO4)cc2C(=O)N([C@@H](C)CO)C[C@H]1C,nt,5.7
C[C@@H]1CN([C@@H](C)CO)C(=O)Cc2cc(NS(=O)(=O)c3ccc(Cl)cc3)ccc2O[C@@H]1CN(C)S(C)(=O)=O,-6.1,nt
CCN(CC)C(=O)CSc1nc(N)cc(=O)[nH]1,-0.2,3.0
C[C@@H]1CN([C@H](C)CO)C(=O)Cc2cc(NC(=O)Nc3ccc(C(F)(F)F)cc3)ccc2O[C@H]1CN(C)S(=O)(=O)c1ccc(Cl)cc1,3.2,nt
CC(C)NC(=O)Nc1ccc2c(c1)C(=O)N([C@H](C)CO)C[C@H](C)[C@H](CN(C)C(=O)NC(C)C)OCCCC[C@@H](C)O2,-2.5,nt
CCOC(=O)C1CCCN(Cc2nc(N)nc(Nc3ccc(C)cc3)n2)C1 (centres undefined),-1.2,-17.7
C[C@@H]1CCCCO[C@H](CN(C)C(=O)Nc2ccccc2)[C@H](C)CN([C@@H](C)CO)C(=O)c2cc(NC(=O)CCCN(C)C)ccc2O1,nt,6.5
CNC[C@H]1Oc2ncc(-c3cncnc3)cc2C(=O)N([C@H](C)CO)C[C@@H]1C,nt,16.7
COc1cc(-c2coc3cc(OC)c(OC)c(OC)c3c2=O)cc(OC)c1OC,1.1,nt
C[C@@H]1CN([C@H](C)CO)C(=O)c2cc(NC(=O)C3CC3)ccc2O[C@@H]1CN(C)C(=O)Nc1ccccc1,nt,3.0
COC(=O)c1cccc(NC(=O)Cc2ccccc2[N+](=O)[O-])c1C,-3.2,2.9
O=C(Nc1cccc(OCC(=O)N2CCOCC2)c1)c1cccc([N+](=O)[O-])c1,6.2,-12.2
COC(=O)C(CC#Cc1ccc2c(c1)[C@]1(C(=O)N2)[C@H](c2ccc(OCCO)cc2)N2[C@H](c3ccccc3)[C@H](c3ccccc3)OC(=O)[C@H]2[C@@H]1C(=O)N1CCCCCCC1)C(=O)OC,?,nt
Cc1cc(C)cc(C(=O)N(C)C(Cc2ccc(-c3ccccc3)cc2)C(=O)NC(Cc2c[nH]c3ccccc23)C(=O)O)c1 (centres undefined),nt,-11.4
C[C@H](CO)N1C[C@H](C)[C@H](CN(C)S(=O)(=O)c2ccccc2)Oc2ncc(C#Cc3cccc(F)c3)cc2C1=O,-5.0,nt
COc1ccc([Si](C)(C)[C@@H]2[C@@H](CCn3cc(CCO)nn3)O[C@]3(C(=O)N(Cc4ccc(N5CCC5=O)cc4)c4ccccc43)[C@H]2C)cc1,22.2*,nt
CC(NC(=O)c1ccc(Cl)cc1)C(=O)NC(C)(C)CO (centres undefined),4.6,-10.7
COc1ccccc1S(=O)(=O)N(C)C[C@@H]1Oc2ncc(-c3ccc(C)cc3)cc2C(=O)N([C@@H](C)CO)C[C@@H]1C,nt,1.1
COc1ccc(C(=O)COc2ccc(NC(=O)c3cccc([N+](=O)[O-])c3)cc2)cc1,0.9,-4.1
CC(=O)Nc1ccc(C(=O)CSc2nc3ccccc3o2)cc1,7.1,56.3*
COc1ccc(-c2nnc(SCC(N)=O)n2-c2ccc(Cl)cc2)cc1,-8.7,-0.9
Cn1nnnc1SCCNCc1cccnc1,3.2,7.2
CC(NC(=O)c1ccccc1N)C(N)=O (centres undefined),-0.6,-1.1
